Rat MKP-3 inhibitors – MKP-3 phosphatase inhibitors, primary screen, biochemical, rat enzyme, in vitro (AID 425) | Dual specificity protein phosphatase 6 (Rattus norvegicus) | one-dose inhibition, % at 20 µM; IC50 in µM for titrated hits | recombinant MKP-3 phosphatase activity, fluorescence; higher % means a stronger effect | 110,000 tested, 0.17% active; in the data active = inhibition above about 50%;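 also: plate controls were vehicle for no effect and reference inhibitor for full effect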
Hsp70 inhibitors – Hsp70 inhibitors, probe displacement, primary screen, biochemical, fluorescence polarization (AID 583); Heat shock 70 kDa protein 1A (Homo sapiens); Hsp70 fluorescence polarization probe displacement, mP; higher % means a stronger effect; displacement, % at 20 µM, or IC50 in µM where a hit was titrated; 140,000 tested, 0.06% active; in the data active = displacement above about 50%;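 also: plate controls were vehicle for no effect and reference ligand for full effect; a part of the inactive calls stands beside numbers as strong as those of hits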
Numbers without * were called inactive; / = no result given. Some of the compounds tested (hit frequency here may not be typical).

SMILES	Rat MKP-3 inhibitors	Hsp70 inhibitors
CN(C)CCOc1ccccc1Cc1ccccc1	4%	-1.8%
COc1ccc(S(=O)(=O)Nc2c(C)cc(C)cc2C)cc1	0%	-3.3%
COC(=O)C1=C(C)NC2=C(C(=O)c3ccccc32)C1c1ccc(-c2cc([N+](=O)[O-])ccc2Cl)o1 (stereo unspecified)	1%	4.8%
O=C(/C=C/c1ccc(OCc2ccccc2)cc1)c1ccc2c(c1)OCCO2	2%	-1.8%
Cn1c(=O)c2c(ncn2CCO)n(C)c1=O	1%	/
Cc1cccc(C)c1NC(=O)C1CCCCN1C (stereo unspecified)	-5%	1.4%
CCCCC1C(=O)N(c2ccccc2)N(c2ccccc2)C1=O	0%	3.9%

Individual results from above:
Rat MKP-3 inhibitors with `O=C(/C=C/c1ccc(OCc2ccccc2)cc1)c1ccc2c(c1)OCCO2` is entered as 2%
Hsp70 inhibitors with `Cc1cccc(C)c1NC(=O)C1CCCCN1C` (stereo unspecified) is entered as 1.4%
Rat MKP-3 inhibitors with `COc1ccc(S(=O)(=O)Nc2c(C)cc(C)cc2C)cc1` is entered as 0%

Three successive records from above, for reference:
SMILES	Rat MKP-3 inhibitors	Hsp70 inhibitors
CN(C)CCOc1ccccc1Cc1ccccc1	4%	-1.8%
COc1ccc(S(=O)(=O)Nc2c(C)cc(C)cc2C)cc1	0%	-3.3%
COC(=O)C1=C(C)NC2=C(C(=O)c3ccccc32)C1c1ccc(-c2cc([N+](=O)[O-])ccc2Cl)o1 (stereo unspecified)	1%	4.8%

Screens: PubChem, Sanford-Burnham Center for Chemical Genomics
